Compound activity (PubChem BioAssay)
M5 antag = blocks acetylcholine activation of human M5 receptor; inhibition, % at 3 µM; 360,000 compounds, 0.59% hits; P08912; CHO-hM5 cells, Fluo-8 calcium fluorescence, ACh EC80;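 active = inhibition above a per-plate cutoff, the mean of that plate's test compounds plus 3 SD, cut at about 27% in these data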;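 note: 0% = acetylcholine EC80 with DMSO and 100% = DMSO without agonist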
Target sequence (P08912 whole entry, looked up): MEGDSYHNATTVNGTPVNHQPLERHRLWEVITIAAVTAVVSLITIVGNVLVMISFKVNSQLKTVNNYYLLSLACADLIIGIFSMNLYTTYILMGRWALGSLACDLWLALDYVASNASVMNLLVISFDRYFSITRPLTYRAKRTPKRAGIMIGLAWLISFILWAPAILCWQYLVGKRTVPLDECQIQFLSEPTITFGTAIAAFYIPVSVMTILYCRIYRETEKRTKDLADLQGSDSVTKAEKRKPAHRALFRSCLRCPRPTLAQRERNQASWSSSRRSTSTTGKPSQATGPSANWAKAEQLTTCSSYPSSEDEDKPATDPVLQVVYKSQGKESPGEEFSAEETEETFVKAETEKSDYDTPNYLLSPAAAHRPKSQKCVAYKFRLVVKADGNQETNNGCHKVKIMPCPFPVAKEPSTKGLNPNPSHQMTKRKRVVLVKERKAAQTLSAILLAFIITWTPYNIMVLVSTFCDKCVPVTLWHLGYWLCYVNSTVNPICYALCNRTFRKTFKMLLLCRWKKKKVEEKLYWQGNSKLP
CHRM5 agonist = CHRM5 agonism in calcium assay | CHO-K1 hM5 cells, Fluo-8 calcium fluorescence; 0% DMSO wells, 100% maximal acetylcholine response | activation, % at 3 µM | 360,000 compounds, 0.19% hits | P08912;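 active = activation above the run's mean over test compounds plus 3 SD, cut at about 23% in these data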;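 note: signal is peak over basal fluorescence ratio across the kinetic read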
M4 ag = agonists of human muscarinic M4 receptor (CHRM4); P08173; CHO-K1 hM4/Gqi5, Fluo-8 calcium fluorescence; vehicle 0%, full acetylcholine response 100%; activation, % at 3 µM; 360,000 compounds, 0.14% hits;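 active = activation above the run mean over all test wells plus 3 SD, cut at about 32% in these data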;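 note: peak over basal fluorescence ratio per well then scaled between controls; 0% = DMSO wells and 100% = acetylcholine at EC100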
M4 antag = CHRM4 antagonism in calcium assay; CHO-hM4 cells, ACh EC80, Fluo-8 calcium fluorescence; inhibition, % at 3 µM; 360,000 compounds, 0.73% hits; AID 624125; P08173;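 active = inhibition above its plate's cutoff, the mean inhibition of sample wells plus 3 SD, cut at about 27% in these data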;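 note: 0% = acetylcholine EC80 with DMSO and 100% = DMSO without agonist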
CHRM5 PAM = positive allosteric modulators of human muscarinic M5 receptor | CHO-K1 hM5, Fluo-8 calcium, ACh EC20 PAM; 0% = ACh EC20, 100% = ACh EC100 | activation, % at 3 µM | 360,000 compounds, 0.3% hits | P08912;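 active = activation above the run cutoff, the mean activation of all test compounds plus 3 SD, cut at about 18% in these data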
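Assay system: CHO-K1 hM5 cells. Also added: acetylcholine at EC20 concentration, added after compound. Dosing: 3 µM, single dose. Times: compound preincubation 140 s before EC20 acetylcholine addition. Signal: Fluo-8 calcium fluorescence. Measure: % activation relative to EC20 and EC100 ACh responses. Repeats: singlicate, one well per test compound.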
CHRM1 PAM = potentiates human M1 receptor response to acetylcholine; activation, % at 3 µM; P11229; CHO-K1 hM1, Fluo-8 calcium fluorescence, ACh EC20; 0% = ACh EC20, 100% = maximal ACh; 360,000 compounds, 0.088% hits; AID 588819; in the data active = activation above about 19%, passing the limit was not always enough
Target sequence (P11229 whole entry, looked up): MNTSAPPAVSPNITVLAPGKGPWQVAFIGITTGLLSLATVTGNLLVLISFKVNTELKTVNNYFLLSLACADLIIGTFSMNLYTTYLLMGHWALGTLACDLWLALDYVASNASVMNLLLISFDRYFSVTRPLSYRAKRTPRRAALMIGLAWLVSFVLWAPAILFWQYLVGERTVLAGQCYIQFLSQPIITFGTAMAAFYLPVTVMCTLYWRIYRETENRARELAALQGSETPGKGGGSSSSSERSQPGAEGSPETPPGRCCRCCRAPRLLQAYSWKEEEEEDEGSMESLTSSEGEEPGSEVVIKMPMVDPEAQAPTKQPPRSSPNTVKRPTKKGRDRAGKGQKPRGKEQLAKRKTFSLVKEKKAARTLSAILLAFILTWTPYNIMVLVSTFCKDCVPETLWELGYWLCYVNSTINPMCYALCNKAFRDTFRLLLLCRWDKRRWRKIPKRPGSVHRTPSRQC
CHRM1 antagonist = human CHRM1 antagonism | P11229 | CHO-K1 hM1, Fluo-8 calcium fluorescence, ACh EC80 antagonist | inhibition, % at 3 µM | 360,000 compounds, 1.3% hits;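 active = percent inhibition above its own plate's cutoff, namely the mean of that plate's compound wells plus 3 SD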;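 note: peak over basal fluorescence ratio during 140 s after agonist addition; 0% = ACh EC80 plus DMSO and 100% = DMSO alone without agonist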
CRFR2-BP ag = CRF-BP/CRF-R2 complex agonism | AID 588473 | 350,000 compounds, 0.46% hits | HEK293 CRF-R2/CRF-BP, calcium dye fluorescence (FLIPR); percent of saturating CRF peptide response | activation, % at 13.2 µM;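 active = activation of at least 50%, plus an integration ratio under a set limit after plate pattern correction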;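 note: plate controls were neutral control wells without compound for no effect and CRF at EC100 for full effect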
CHRM4 PAM = positive allosteric modulators of human muscarinic M4 receptor; 360,000 compounds, 0.4% hits; activation, % at 3 µM; P08173; AID 624126; CHO-K1 hM4/Gqi5, Fluo-8 calcium fluorescence, ACh EC20; 0% = ACh EC20, 100% = maximal ACh;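 active = activation above its plate's cutoff, the mean activation of sample wells plus 3 SD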; note: some results filed as inactive read as strong as hits
The depositor's hits bear a star; x = no result given.

Molecule	M5 antag	CHRM5 agonist	M4 ag	M4 antag	CHRM5 PAM	CHRM1 PAM	CHRM1 antagonist	CRFR2-BP ag	CHRM4 PAM
Cc1ccc(C2SCC(=O)N2c2ccccc2)cc1 (centres undefined)	-3	-7	-1	-5	13	1	5	-1.3	9
CCCCNC(=O)/C(C#N)=C/c1cccnc1	-6	-1	0	-1	1	3	-4	0.4	6
O=C(NNC(=O)C1CC=CCC1)c1ccccc1Br (centres undefined)	4	4	1	6	-5	0	6	-1.2	-3
COc1ccc(C2=NN(C(=O)CCCC(=O)O)C(c3cn(-c4ccccc4)nc3-c3ccccc3)C2)cc1 (centres undefined)	11	3	0	7	4	5	0	5.6	-4
COCCNC(=O)CSc1nc(-c2ccc(OC)c(OC)c2)cc(C(F)(F)F)n1	1	0	0	11	-1	6	-8	0.0	4
COc1cc(NS(=O)(=O)c2ccc(NC(=O)c3ccc(S(=O)(=O)N4CCCCC4)cc3)cc2)ncn1	-6	-4	1	-8	1	-2	1	3.4	6
Cc1ccc(OCC(=O)Nc2nc(C)c(Cl)cc2Cl)c([N+](=O)[O-])n1	0	3	1	-3	1	3	-1	-1.6	8
CCOC(=O)C1=C(c2ccccc2)NC(SCC)=C(C#N)C1c1cccnc1 (centres undefined)	10	-4	-1	2	-7	5	0	1.4	13
O=C(Cc1cccs1)NCCS(=O)(=O)N1CCN(c2ccccc2F)CC1	-3	-1	5	-1	2	10	-9	0.5	2
COCCN(C(=O)Nc1ccc(OC)cc1)c1nc2ccccc2s1	3	0	1	-19	10	17	-12	-0.8	5
CCOc1ccc(N(CC(=O)Nc2c(C)n(C)n(-c3ccccc3)c2=O)S(=O)(=O)c2ccc(F)cc2)cc1	6	-6	0	0	2	4	-7	-2.0	-2
CCOC(=O)C(CCOc1cccc(CC)c1)C(=O)OCC	-2	-4	-2	4	-2	8	-12	1.7	8
Cc1cc(NC(=O)CSc2c3c(nc4ccccc24)CCC3)no1	5	-2	1	-11	-4	13	-14	-2.7	-2
O=C(Nc1ccccc1Cl)N1CCN(c2ccc3nnc(-c4ccccc4)n3n2)CC1	2	2	11	-16	-6	-4	3	-0.7	-3
O=C(Nc1cccc(F)c1)C1CCN(C(=O)Cc2ccccc2)CC1	-4	1	4	-17	-3	3	-10	3.0	3

Quoted from the listing:
M4 ag, CCOC(=O)C1=C(c2ccccc2)NC(SCC)=C(C#N)C1c1cccnc1 (centres undefined) stands at -1
CHRM1 PAM, O=C(Cc1cccs1)NCCS(=O)(=O)N1CCN(c2ccccc2F)CC1 stands at 10
CHRM5 PAM, COc1cc(NS(=O)(=O)c2ccc(NC(=O)c3ccc(S(=O)(=O)N4CCCCC4)cc3)cc2)ncn1 stands at 1
M4 ag, O=C(NNC(=O)C1CC=CCC1)c1ccccc1Br (centres undefined) stands at 1
M4 ag, CCOc1ccc(N(CC(=O)Nc2c(C)n(C)n(-c3ccccc3)c2=O)S(=O)(=O)c2ccc(F)cc2)cc1 stands at 0

Continued:
Molecule	M5 antag	CHRM5 agonist	M4 ag	M4 antag	CHRM5 PAM	CHRM1 PAM	CHRM1 antagonist	CRFR2-BP ag	CHRM4 PAM
CCC(C(=O)OCC(=O)C1(O)CCC2C3CCC4=CC(=O)CCC4(C)C3C(O)CC21C)C(C)C (centres undefined)	19	-6	15	28*	-27	-30	84*	0.0	-12
COc1cccc(NC(=O)NC(C)C2CC3CCC2C3)c1 (centres undefined)	4	-2	1	5	0	10	-9	-0.8	6
CC(C)N1CCC(N2CCN(Cc3cnc(-c4ccccc4)s3)CC2CCO)CC1 (centres undefined)	3	-2	1	6	-1	1	-2	-1.7	0
c1ccc(-c2ccc(-c3csnn3)cc2)cc1	-5	-4	0	-4	-5	5	-9	3.6	-3
CCOC(=O)[C@H]1[C@H]2COc3ccc(C)cc3[C@@H]2N2C(=O)CN(Cc3ccc(Cl)cc3)C(=O)[C@@]12C	11	-1	0	3	-1	5	-2	0.1	5
CCOC(=O)c1cnc2c(C(F)(F)F)cccc2c1N1CCOCC1	5	3	5	0	-5	4	-22	-3.5	2
N#C/C(=C(/O)COc1ccccc1)c1nnc2n1CCCCC2	4	-2	2	-4	7	9	-8	-0.8	12
CC(=O)c1c(N=CN(C)C)nc(C)nc1-c1ccccc1	0	3	1	6	4	12	-12	-0.6	1
Cc1cccc(C(=O)Nc2cccc(C(=O)N/N=C/c3ccccn3)c2)c1	-1	-3	9	-2	-16	1	-2	0.5	-6
Cc1cc(=O)n2[nH]c(SCc3ccccc3Cl)nc2n1	3	-3	-1	2	0	8	-13	0.5	10
Cc1ccc(SCC(=O)OCC(=O)N(CC(C)C)C2CCS(=O)(=O)C2)cc1C (centres undefined)	7	1	3	-10	0	1	-9	1.8	2
O=C(NCc1ccc2c(c1)OCO2)C1CCN(c2ncccn2)CC1	4	-1	1	-12	1	6	-9	0.4	7
Cc1ccccc1CN1CCCOCCS1(=O)=O	7	0	-1	6	1	3	2	0.5	4
CCCCCCCN1CCC(=O)N([C@H](CO)Cc2ccccc2)CC1	14	-6	2	8	-3	4	1	2.0	6
CCN(CC)CCCNC(=O)c1cc(-c2ccc(Cl)c(Cl)c2)on1	-5	-9	10	-1	2	-9	1	-0.8	1

(cont.)
Molecule	M5 antag	CHRM5 agonist	M4 ag	M4 antag	CHRM5 PAM	CHRM1 PAM	CHRM1 antagonist	CRFR2-BP ag	CHRM4 PAM
O=C(CCC(=O)Nc1ccc(Br)cc1)N/N=C/c1cc([N+](=O)[O-])ccc1O	-7	0	1	5	-4	-1	-1	0.1	-4
CSc1ccccc1NC(=O)CN1CCN(c2ccccn2)CC1	4	-1	4	-9	-1	7	-8	-4.5	-2
CCN(c1ccccc1)S(=O)(=O)c1cc(C(=O)Nc2ccc(Br)cc2)ccc1F	19	4	12	14	-13	-14	26	11	-10
O=C(Nc1ccncc1)Nc1cccc(Cl)c1Cl	-3	0	6	-9	2	2	-6	-4.1	-8
COc1ccc(C(=O)NCc2ccncc2)cc1S(=O)(=O)N1CCOCC1	12	-1	1	7	6	-2	2	0.7	-4
CCCCn1c(N)c(N(CC(C)C)C(=O)C2CC(=O)N(c3ccccc3C(C)CC)C2)c(=O)[nH]c1=O (centres undefined)	3	1	1	-5	1	-2	-2	-1.5	3
CC(C)(C)CN1CCNC(=O)C1CC(=O)NCCc1cnn(-c2ccccc2)c1 (centres undefined)	19	-3	4	-2	-9	0	7	2.2	2
COc1cccc(-c2nc3nc(C)cc(C)n3c2NC2CCCC2)c1	11	0	0	0	1	x	x	x	0
COc1ccc(N(CC(=O)NCc2ccccc2)S(C)(=O)=O)cc1	4	-1	1	-6	-1	5	-3	-2.5	11
CCCCn1c(NS(=O)(=O)c2ccc(C)cc2)c(S(=O)(=O)c2ccccc2)c2nc3ccccc3nc21	-3	5	3	-11	8	5	-4	1.9	28
CCOc1ccc(NS(=O)(=O)c2ccc3c(c2)CCN3C(C)=O)cc1	-1	-1	1	-5	-2	10	-19	-1.4	4
O=C1C=C(c2cc(Cl)cc(Cl)c2)C[C@@H](c2ccc(F)cc2)C1	-2	0	0	3	-2	7	-9	-0.2	2
COc1ccc(C2CC(c3cccs3)=NN2C(=O)CCC(=O)O)cc1 (centres undefined)	-7	1	0	9	-3	4	-6	-0.8	-4
CCCC(C)c1nnc(NC(=O)CCS(=O)(=O)Cc2ccccc2)s1 (centres undefined)	-6	2	0	-2	5	8	-5	1.2	4
O=C(Nc1ccnn1C1CCN(Cc2cccc(OCCO)c2)CC1)C1CCCC1	2	-8	1	9	-2	5	-7	-0.1	-3

Retrieved one by one from above:
Molecule	M5 antag	CHRM5 agonist	M4 ag	M4 antag	CHRM5 PAM	CHRM1 PAM	CHRM1 antagonist	CRFR2-BP ag	CHRM4 PAM
O=C(Nc1ccncc1)Nc1cccc(Cl)c1Cl	-3	0	6	-9	2	2	-6	-4.1	-8
O=C1C=C(c2cc(Cl)cc(Cl)c2)C[C@@H](c2ccc(F)cc2)C1	-2	0	0	3	-2	7	-9	-0.2	2

Next part
Molecule	M5 antag	CHRM5 agonist	M4 ag	M4 antag	CHRM5 PAM	CHRM1 PAM	CHRM1 antagonist	CRFR2-BP ag	CHRM4 PAM
O=C(COc1ccc(F)c(Cl)c1)N1CCCCCCC1	4	-7	0	-15	5	7	-19	-1.4	0
CC(=O)OCC(=O)c1c[nH]c2ccccc12	0	3	2	-7	0	9	-10	0.6	10
COc1ccc(CC(=O)N/N=C(/C)c2ccco2)cc1	-4	-4	2	-4	-7	6	-6	0.3	-3
CN(C)S(=O)(=O)c1ccc(C(=O)/C=C/c2cccnc2)cc1	7	-1	1	9	-3	0	0	0.8	1
N#CCCn1cc(C(=O)Nc2ccccc2Br)c(-c2cccs2)n1	-2	-2	1	-6	-1	8	-5	0.6	1
Oc1ccccc1N1CCN(Cc2ncc(-c3ccccc3)o2)CC1	-5	-2	5	-32	1	1	-14	0.3	8
CCOC(=O)C1(Cc2ccc(OC)cc2)CCN(C(=O)CN2CCOC2=O)CC1	7	1	1	4	-4	2	-4	-0.3	-12
CC(C)Cn1c(N)c(C(=O)COC(=O)c2ccccc2Cl)c(=O)n(C)c1=O	14	20	21	1	-16	-5	15	-1.0	-10
CC(C)OC(=O)c1c(N)sc2c1CCCC2	-1	-2	-2	-7	3	3	-6	-5.6	16
Cc1cccc(NC(=O)C2C3CCCCC32)c1 (centres undefined)	11	-6	-1	5	1	11	-15	-1.5	-3
Cc1ccccc1OCC(=O)Nc1cccc(C(=O)O)c1	9	-3	1	0	6	10	-1	-0.9	3
CC(C)C(=O)Nc1ccc(S(=O)(=O)Nc2ccccn2)cc1	-5	-3	1	1	-4	8	2	-1.0	3
O=C(c1ccc(Br)cc1)c1cc([N+](=O)[O-])ccc1N1CCOCC1	-4	-5	1	-1	6	0	0	2.4	4
COc1cccc(CN(C(=O)c2cc3ccccc3oc2=O)C2CC2)c1	10	-1	3	0	-9	1	-1	-1.4	2
CCOc1cc(C(C(=O)NCC2CCCO2)N(C(=O)Cn2nnc3ccccc32)c2ccc(C(C)=O)cc2)ccc1O (centres undefined)	-4	-1	1	-7	5	6	-8	4.3	-2

The results go on:
Molecule	M5 antag	CHRM5 agonist	M4 ag	M4 antag	CHRM5 PAM	CHRM1 PAM	CHRM1 antagonist	CRFR2-BP ag	CHRM4 PAM
COc1ccc(C(=O)C(=O)N2CCC(c3ccccc3)CC2)cn1	-7	4	3	-1	4	x	x	x	-4
COc1cccc(NC(=O)c2c([N+](=O)[O-])cnn2C)c1	9	-6	0	-9	1	4	-7	-0.5	-2
O=C(c1cc(C2CC2)nn1-c1ccccc1)N1CCN(Cc2ccccc2F)CC1	7	-2	0	1	-3	5	-5	0.2	-1
O=c1cc(CSc2nc3ccccc3[nH]2)c2ccccc2[nH]1	4	6	5	-5	-4	5	-1	0.5	3
COCC(C)N1CCC(Oc2ccc(C(=O)NCc3ccccn3)cc2)CC1 (centres undefined)	-2	-3	1	-12	4	5	1	-3.8	1
COc1cccc(/C=N/Nc2nnc(C)n2N)c1O	27	-3	1	1	-7	19	-12	0.3	-4
CC(=NO)C1(C)CC=CCC1CO (centres undefined)	2	0	1	-13	0	5	-10	2.1	5
Cc1ccc(S(=O)(=O)N2C[C@]3(O)C[C@@H]4C(=O)N(c5ccccc5)C(=O)[C@@H]4C[C@]3(OC(=O)NC3CCCC3)C2)cc1	2	0	1	-1	-1	-4	10	-1.4	-2
CN(CC(=O)Nc1ccccc1Cl)C(=O)COC(=O)C1CCN(c2ccc(C(F)(F)F)cn2)CC1	-5	1	8	-15	4	0	-3	-1.3	-3
